TcdB GH inh: TcdB glycohydrolase inhibition; P18177; TcdB glycohydrolase enzymatic assay, plate reader; inhibition, % at 9.99 µM; hit rate 0.24% among 350,000; AID 652162; in the data active = inhibition above about 10%
Target sequence (P18177 whole entry, looked up): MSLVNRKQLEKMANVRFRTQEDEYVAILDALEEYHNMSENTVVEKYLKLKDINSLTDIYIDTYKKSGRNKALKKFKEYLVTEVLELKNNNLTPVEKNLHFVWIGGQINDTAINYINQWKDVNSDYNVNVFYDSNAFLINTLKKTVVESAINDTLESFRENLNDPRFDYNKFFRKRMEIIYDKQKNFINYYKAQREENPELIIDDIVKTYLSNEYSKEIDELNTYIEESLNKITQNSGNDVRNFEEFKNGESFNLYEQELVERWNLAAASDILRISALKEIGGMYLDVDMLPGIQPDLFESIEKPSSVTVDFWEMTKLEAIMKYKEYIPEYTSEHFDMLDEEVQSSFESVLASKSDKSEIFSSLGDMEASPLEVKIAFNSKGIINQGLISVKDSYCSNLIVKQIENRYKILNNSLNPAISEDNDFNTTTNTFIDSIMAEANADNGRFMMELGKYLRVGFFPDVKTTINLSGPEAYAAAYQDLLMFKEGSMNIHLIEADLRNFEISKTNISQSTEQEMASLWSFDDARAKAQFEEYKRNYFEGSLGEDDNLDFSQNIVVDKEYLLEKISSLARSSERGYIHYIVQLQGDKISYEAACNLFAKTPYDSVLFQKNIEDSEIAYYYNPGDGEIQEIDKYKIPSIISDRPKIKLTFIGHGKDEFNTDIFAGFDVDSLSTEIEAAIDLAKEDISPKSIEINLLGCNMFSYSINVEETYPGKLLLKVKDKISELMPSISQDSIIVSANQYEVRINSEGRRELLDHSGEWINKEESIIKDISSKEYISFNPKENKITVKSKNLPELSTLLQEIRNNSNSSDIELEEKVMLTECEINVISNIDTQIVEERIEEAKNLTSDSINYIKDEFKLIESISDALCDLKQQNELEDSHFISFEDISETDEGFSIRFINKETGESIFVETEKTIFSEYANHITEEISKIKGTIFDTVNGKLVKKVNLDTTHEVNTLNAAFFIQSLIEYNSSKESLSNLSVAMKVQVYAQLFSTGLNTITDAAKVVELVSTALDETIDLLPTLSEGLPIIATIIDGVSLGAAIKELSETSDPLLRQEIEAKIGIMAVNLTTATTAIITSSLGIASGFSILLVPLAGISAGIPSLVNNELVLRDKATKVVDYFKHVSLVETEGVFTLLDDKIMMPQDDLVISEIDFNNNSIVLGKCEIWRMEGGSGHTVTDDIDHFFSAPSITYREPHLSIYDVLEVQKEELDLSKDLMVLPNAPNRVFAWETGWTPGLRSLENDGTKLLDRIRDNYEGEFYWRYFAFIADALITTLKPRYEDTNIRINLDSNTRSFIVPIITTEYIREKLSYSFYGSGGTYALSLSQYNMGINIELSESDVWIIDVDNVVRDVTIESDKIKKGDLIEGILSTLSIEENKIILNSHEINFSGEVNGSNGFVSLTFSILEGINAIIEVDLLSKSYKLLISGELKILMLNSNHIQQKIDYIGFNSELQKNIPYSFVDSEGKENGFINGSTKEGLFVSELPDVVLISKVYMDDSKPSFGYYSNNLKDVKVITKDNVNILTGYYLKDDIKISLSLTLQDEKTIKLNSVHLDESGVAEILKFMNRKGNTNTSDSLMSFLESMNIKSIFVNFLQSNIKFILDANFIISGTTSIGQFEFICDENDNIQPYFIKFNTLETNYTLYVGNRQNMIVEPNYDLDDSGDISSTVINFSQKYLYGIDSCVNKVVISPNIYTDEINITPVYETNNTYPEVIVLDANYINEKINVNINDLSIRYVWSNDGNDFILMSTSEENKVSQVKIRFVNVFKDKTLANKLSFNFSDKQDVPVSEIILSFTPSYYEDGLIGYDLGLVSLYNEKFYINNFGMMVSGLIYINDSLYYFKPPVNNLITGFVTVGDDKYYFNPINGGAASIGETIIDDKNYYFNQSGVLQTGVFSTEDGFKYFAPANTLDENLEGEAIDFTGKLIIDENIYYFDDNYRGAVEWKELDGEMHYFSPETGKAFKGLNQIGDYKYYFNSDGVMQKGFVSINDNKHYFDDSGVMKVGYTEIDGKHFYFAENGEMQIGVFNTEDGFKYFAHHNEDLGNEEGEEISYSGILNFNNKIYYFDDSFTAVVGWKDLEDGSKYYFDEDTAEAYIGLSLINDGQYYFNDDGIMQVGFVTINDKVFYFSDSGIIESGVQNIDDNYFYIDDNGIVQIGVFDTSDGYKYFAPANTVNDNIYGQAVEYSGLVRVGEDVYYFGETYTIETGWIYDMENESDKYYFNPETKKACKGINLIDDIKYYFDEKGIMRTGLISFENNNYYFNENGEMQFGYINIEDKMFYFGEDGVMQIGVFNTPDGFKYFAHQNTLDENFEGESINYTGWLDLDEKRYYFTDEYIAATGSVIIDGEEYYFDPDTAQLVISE
Numbers without * were called inactive; & = joins results of further samples.

compound | TcdB GH inh
C[C@H](CO)N1C[C@H](C)[C@H](CN(C)C(=O)CC2CC2)Oc2cc(-c3cccnc3)ccc2S1(=O)=O | -0.3
C[C@@H]1CN([C@@H](C)CO)C(=O)c2cc(NS(C)(=O)=O)ccc2O[C@@H](C)CCCCO[C@H]1CN(C)Cc1ccc(C(=O)O)cc1 | 0.1
O=C(C1CCOCC1)N1CC(=O)N2[C@@H](CO)[C@@H](c3ccc(C#CC4CC4)cc3)[C@@H]2C1 | 0.8
C[C@H]1CN([C@@H](C)CO)C(=O)c2cc(-c3ccc(F)cc3)cnc2O[C@@H]1CN(C)S(C)(=O)=O | 0.5
C[C@@H]1CN([C@@H](C)CO)C(=O)Cc2cc(NC(=O)Cc3cn(C)c4ccccc34)ccc2O[C@@H]1CN(C)Cc1ccc2c(c1)OCO2 | -0.4
COc1ccc2c3c([nH]c2c1)[C@H](CO)N(C(=O)c1ccc(F)cc1)CC31CCN(C(=O)Nc2ccc(F)cc2)CC1 | 0.1
COCC#Cc1ccc2c(c1)O[C@@H](CN(C)C(=O)COC)[C@H](C)CN([C@H](C)CO)S2(=O)=O | -2.2
CCS(=O)(=O)N[C@H]1C=C[C@@H](CC(=O)NC2Cc3ccccc3C2)O[C@@H]1CO | -1.0
Cc1nc(N2[C@H](CO)[C@H](c3ccccc3)[C@H]2CNCC2CCCC2)sc1C | -0.8
O=C(C[C@H]1C=C[C@@H](NS(=O)(=O)c2cccc(F)c2)[C@H](CO)O1)NCc1ccc2c(c1)OCO2 | 0.2
C[C@H](CO)N1C[C@H](C)[C@@H](CN(C)S(=O)(=O)c2ccc(F)cc2)OCCCC[C@H](C)Oc2ccc(NC(=O)Nc3ccc(C(F)(F)F)cc3)cc2C1=O | 0.9
COc1ccc(CN(C)C[C@@H]2OCCCC[C@H](C)Oc3ccc(NC(=O)NC4CCCCC4)cc3C(=O)N([C@H](C)CO)C[C@@H]2C)cc1 | -1.0
COc1ccc(NC(=O)N(C)C[C@H]2Oc3ccc(NS(=O)(=O)c4ccccc4)cc3C(=O)N([C@H](C)CO)C[C@H]2C)cc1 | 0.9
CC(C)NC(=O)N(C)C[C@@H]1Oc2cc(C#C[C@H](C)O)ccc2S(=O)(=O)N([C@@H](C)CO)C[C@H]1C | -0.8
O=C(C[C@@H]1C=C[C@H](NC(=O)CCN2CCCCC2)[C@@H](CO)O1)NCc1ccc(Cl)c(Cl)c1 | 0.1
C[C@H](CO)N1C[C@H](C)[C@@H](CN(C)CC2CC2)Oc2c(NC(=O)c3cnccn3)cccc2C1=O | -0.6
CC(C)(C)[S@@](=O)N1Cc2cc(C(=O)NCc3ccc4c(c3)OCO4)nc(-c3cccc(-c4ccccc4)c3)c2[C@H]1CCO | 0.7
COCC(=O)Nc1ccc2c(c1)[C@H]1C[C@@H](CC(=O)N(C)C)O[C@H](CO)[C@H]1O2 | -0.2
C[C@@H]1CN([C@H](C)CO)C(=O)c2c(c3ccccc3n2C)-c2ccccc2CO[C@@H]1CN(C)CC1CCCCC1 | -0.1
COc1ccc(S(=O)(=O)N[C@@H]2CC[C@H](CC(=O)NCc3ccccc3F)O[C@@H]2CO)cc1 | 0.1
C[C@H]1CN([C@@H](C)CO)C(=O)Cc2cc(NC(=O)CCN3CCOCC3)ccc2O[C@H]1CN(C)Cc1ccncc1 | 0.4
Cc1noc(C)c1S(=O)(=O)Nc1ccc2c(c1)C(=O)N([C@H](C)CO)C[C@H](C)[C@@H](CN(C)S(=O)(=O)c1cn(C)cn1)OCCCC[C@H](C)O2 | 0.2
Cc1ccc(S(=O)(=O)Nc2ccc3c(c2)CC(=O)N([C@@H](C)CO)C[C@@H](C)[C@H](CN(C)Cc2ccc4c(c2)OCO4)O3)cc1 | 0.3
C[C@@H]1CN([C@H](C)CO)C(=O)c2cc(C#CCN(C)C)cnc2O[C@H]1CN(C)C(=O)c1ccc2c(c1)OCO2 | 0.1
CC(=O)N(C)C[C@H]1Oc2cc(C#Cc3ccccn3)ccc2S(=O)(=O)N([C@H](C)CO)C[C@H]1C | -2.1

Reformatted with each value named: entries from further up
Structure: COc1ccc(S(=O)(=O)N[C@@H]2CC[C@H](CC(=O)NCc3ccccc3F)O[C@@H]2CO)cc1
  TcdB GH inh = 0.1
Structure: C[C@H]1CN([C@@H](C)CO)C(=O)Cc2cc(NC(=O)CCN3CCOCC3)ccc2O[C@H]1CN(C)Cc1ccncc1
  TcdB GH inh = 0.4

Retrieved by structure from the entries so far:
compound | TcdB GH inh
C[C@@H]1CN([C@H](C)CO)C(=O)c2cc(C#CCN(C)C)cnc2O[C@H]1CN(C)C(=O)c1ccc2c(c1)OCO2 | 0.1
COc1ccc(CN(C)C[C@@H]2OCCCC[C@H](C)Oc3ccc(NC(=O)NC4CCCCC4)cc3C(=O)N([C@H](C)CO)C[C@@H]2C)cc1 | -1.0
C[C@@H]1CN([C@H](C)CO)C(=O)c2c(c3ccccc3n2C)-c2ccccc2CO[C@@H]1CN(C)CC1CCCCC1 | -0.1

Looked up above:
CCS(=O)(=O)N[C@H]1C=C[C@@H](CC(=O)NC2Cc3ccccc3C2)O[C@@H]1CO @ TcdB GH inh = -1.0
CC(C)(C)[S@@](=O)N1Cc2cc(C(=O)NCc3ccc4c(c3)OCO4)nc(-c3cccc(-c4ccccc4)c3)c2[C@H]1CCO @ TcdB GH inh = 0.7
COCC(=O)Nc1ccc2c(c1)[C@H]1C[C@@H](CC(=O)N(C)C)O[C@H](CO)[C@H]1O2 @ TcdB GH inh = -0.2
CC(=O)N(C)C[C@H]1Oc2cc(C#Cc3ccccn3)ccc2S(=O)(=O)N([C@H](C)CO)C[C@H]1C @ TcdB GH inh = -2.1
O=C(C1CCOCC1)N1CC(=O)N2[C@@H](CO)[C@@H](c3ccc(C#CC4CC4)cc3)[C@@H]2C1 @ TcdB GH inh = 0.8
Cc1nc(N2[C@H](CO)[C@H](c3ccccc3)[C@H]2CNCC2CCCC2)sc1C @ TcdB GH inh = -0.8

Later entries
compound | TcdB GH inh
CC(C)NC(=O)N1C[C@H]2[C@@H](c3ccccc31)[C@@H](CO)N2C(=O)c1ccccc1F | -0.5
O=C(Nc1ccc2c(c1)[C@@H]1C[C@H](CC(=O)N3CCc4ccccc4C3)O[C@H](CO)[C@@H]1O2)Nc1ccccc1F | -3.3
CN(C)CC(=O)N1[C@@H](C#N)[C@H](c2ccc(-c3ccc(C(=O)N(C)C)cc3)cc2)[C@@H]1CO | -0.9
O=C(C[C@@H]1CC[C@@H](NC(=O)c2ccc3c(c2)OCO3)[C@H](CO)O1)NCc1ccc(Cl)cc1 | -1.5
COc1ccc(-c2ccc([C@H]3[C@H](CO)N4C(=O)CNC[C@@H]34)cc2)cc1 | 0.5
CO[C@@H]1CN(C)C(=O)c2cc(NC(=O)Nc3cccc(F)c3)ccc2OC[C@@H](C)NC[C@H]1C | 0.3
Cc1noc(C)c1NC(=O)N(C)C[C@@H]1Oc2ncc(C#CC3CC3)cc2C(=O)N([C@H](C)CO)C[C@H]1C | 0.1
Cc1ccc(S(=O)(=O)N(C)C[C@@H]2OCCCC[C@H](C)Oc3ccc(NS(=O)(=O)c4cccs4)cc3C(=O)N([C@H](C)CO)C[C@H]2C)cc1 | -0.3
CCCC#Cc1cnc2c(c1)C(=O)N([C@H](C)CO)C[C@H](C)[C@H](CN(C)Cc1ccccc1)O2 | -1.4
C[C@@H]1CN([C@@H](C)CO)C(=O)c2cc(Br)cnc2O[C@H]1CN(C)Cc1ccccc1 | -0.4
COc1ccc(NC(=O)Nc2cccc3c2O[C@@H](CN(C)C)[C@@H](C)CN([C@@H](C)CO)C3=O)cc1 | -0.9
OC[C@H]1[C@@H](c2ccc(C#Cc3cccnc3)cc2)[C@H]2CN(Cc3ccccc3F)CCCCN21 | 1.4
C[C@H]1CN([C@@H](C)CO)C(=O)c2c(c3ccccc3n2C)-c2ccccc2CO[C@@H]1CN(C)Cc1cccc(C(F)(F)F)c1 | -0.6
C[C@H](CO)N1C[C@H](C)[C@@H](CN(C)Cc2ccc(Cl)c(Cl)c2)Oc2c(NC(=O)C3CCCCC3)cccc2C1=O | 1.2
O=C(c1ccccc1F)N1CC[C@@H]2[C@@H](CO)Nc3ccc(Br)cc3[C@@H]21 | -0.7
Cc1ccc(S(=O)(=O)N(C)C[C@@H]2Oc3c(NC(=O)Nc4ccc5c(c4)OCO5)cccc3C(=O)N([C@H](C)CO)C[C@H]2C)cc1 | -0.1
Cc1ccc(S(=O)(=O)N(C)C[C@@H]2OCCCC[C@@H](C)Oc3ccc(NS(=O)(=O)c4ccc(F)cc4)cc3C(=O)N([C@@H](C)CO)C[C@H]2C)cc1 | -0.3
Cc1noc(C)c1NC(=O)Nc1ccc2c(c1)C(=O)N([C@H](C)CO)C[C@H](C)[C@H](CN(C)S(=O)(=O)c1cn(C)cn1)O2 | 1.8
C/C=C/c1ccc2c(c1)O[C@@H](CN(C)C(=O)CN1CCOCC1)[C@H](C)CN([C@H](C)CO)S2(=O)=O | 0.4
Fc1cccc(-c2ccc(C3[C@@H]4CN(Cc5ccccc5F)C[C@H]3N4)cc2)c1 (some centres undefined) | -0.1&-0.9
C[C@@H]1CN([C@@H](C)CO)C(=O)c2cc(NC(=O)c3ccncc3)ccc2O[C@H]1CN(C)S(=O)(=O)c1ccccc1 | -0.2
O=C(C[C@H]1CC[C@@H]2[C@H](COC[C@@H](O)CN2C(=O)Nc2ccc(F)cc2)O1)NCCc1ccncc1 | -0.9
COc1ccc(NC(=O)N(C)C[C@@H]2Oc3c(cccc3N(C)C)C(=O)N([C@H](C)CO)C[C@H]2C)cc1 | 2.1
C[C@H](CO)N1C[C@H](C)[C@H](CN(C)S(C)(=O)=O)Oc2ccc(NS(=O)(=O)c3ccc(Cl)cc3)cc2CC1=O | 0.2
COc1cccc(CNC(=O)C[C@H]2CC[C@H](NC(=O)C3CCOCC3)[C@H](CO)O2)c1 | -0.3

Further results follow.
Compound,TcdB GH inh
COc1ccc(-c2ccc3c(c2)O[C@@H](CN(C)C(=O)Nc2ccccc2F)[C@@H](C)CN([C@H](C)CO)S3(=O)=O)cc1,-0.1
COc1ccc2c3c(n(C)c2c1)[C@H](CO)N(C(=O)Cc1ccccn1)CC31CCN(Cc2ccccn2)CC1,0.6
CC(C)CC#Cc1cnc2c(c1)C(=O)N([C@@H](C)CO)C[C@@H](C)[C@@H](CN(C)CC1CCOCC1)O2,0.3
C[C@H](CO)N1C[C@H](C)[C@@H](CN(C)C(=O)Nc2ccccc2F)Oc2ncc(-c3ccccc3)cc2C1=O,0.4
O=C(C[C@H]1C[C@H]2c3cc(NC(=O)Nc4ccccc4F)ccc3O[C@H]2[C@H](CO)O1)NCc1cc(F)ccc1F,-8.3
O=S(=O)(c1cccc(F)c1)N1CC[C@@H]2[C@@H](CO)Nc3ccc(C#Cc4ccccc4F)cc3[C@@H]21,-0.2
C[C@@H]1CN([C@@H](C)CO)C(=O)c2cc(NC(=O)Cc3cn(C)c4ccccc34)ccc2O[C@@H]1CN(C)S(=O)(=O)c1ccc(Cl)cc1,-2.1
C[C@H]1CN([C@@H](C)CO)S(=O)(=O)c2ccc(C#Cc3cccc(F)c3)cc2O[C@@H]1CN(C)C(=O)NC1CCCCC1,0.5
CC(=O)N(C)C[C@H]1Oc2ncc(C#Cc3ccccn3)cc2C(=O)N([C@H](C)CO)C[C@H]1C,-1.6
O=C(CCN1CCCCC1)N[C@@H]1CC[C@H](CC(=O)N2CCC(Cc3ccccc3)CC2)O[C@H]1CO,0.5
CC(=O)N1[C@@H]2Cn3c(ccc(/C=C/c4ccccc4)c3=O)[C@H]1[C@@H](C(=O)N1CCOCC1)[C@@H]2CO,2.0
C[C@H](CO)N1C[C@H](C)[C@H](CN(C)C(=O)Nc2cccc3ccccc23)Oc2c(NS(=O)(=O)c3ccc(Cl)cc3)cccc2C1=O,-0.6
Cc1ccc(S(=O)(=O)N(C)C[C@@H]2Oc3cc(-c4cccc(F)c4)ccc3S(=O)(=O)N([C@H](C)CO)C[C@@H]2C)cc1,1.0
C[C@H]1CN([C@@H](C)CO)C(=O)Cc2cc(NC(=O)Cn3cnnn3)ccc2O[C@@H]1CN(C)S(=O)(=O)c1ccc(Cl)cc1,-0.7
CN1c2ccc(-c3ccccc3)cc2[C@@H]2[C@@H](CCN2C(=O)c2ccccc2)[C@H]1CO,-19
Cc1ccc(S(=O)(=O)N(C)C[C@H]2Oc3ccc(NC(=O)Nc4ccc5c(c4)OCO5)cc3C(=O)N([C@H](C)CO)C[C@@H]2C)cc1,-2.1
CCC(=O)N(C)C[C@H]1Oc2cc(-c3cncnc3)ccc2S(=O)(=O)N([C@@H](C)CO)C[C@@H]1C,0.1
O=C(NCC[C@@H]1CC[C@@H](NS(=O)(=O)c2ccc(F)cc2)[C@H](CO)O1)c1ccc2c(c1)OCO2,-0.6
OC[C@@H]1[C@@H](c2ccc(C#CC3(O)CCCC3)cc2)[C@H]2CN(Cc3cccnc3)CCCCN12,-0.9
CCCNC(=O)C[C@H]1C[C@@H]2c3cc(NC(=O)NC4CCCCC4)ccc3O[C@@H]2[C@@H](CO)O1,-1.2
Cc1noc(C)c1S(=O)(=O)Nc1ccc2c(c1)C(=O)N([C@@H](C)CO)C[C@H](C)[C@@H](CN(C)S(=O)(=O)c1cn(C)cn1)O2,0.3
O=C(N[C@@H]1CC[C@@H](CCNC(=O)c2ccccc2F)O[C@@H]1CO)c1cnccn1,-0.5
CN1c2ccc(-c3ccc(C#N)cc3)cc2[C@@H]2[C@@H](CCN2C(=O)NC2CCCCC2)[C@H]1CO,-2.2
COc1ccccc1C(=O)Nc1ccc2c(c1)C(=O)N(C)C[C@H](OC)[C@H](C)CN(C)[C@H](C)CO2,2.7
C[C@H]1CCCCO[C@@H](CN(C)S(=O)(=O)c2cn(C)cn2)[C@@H](C)CN([C@@H](C)CO)C(=O)c2cc(NC(=O)Nc3ccc(F)cc3)ccc2O1,1.2
CCCC(=O)N1CC2(C1)CN(C(=O)CC)[C@@H](CO)c1c2c2ccc(OC)cc2n1C,1.7
CCNC(=O)C[C@@H]1CC[C@@H]2[C@@H](COc3ccc(NC(=O)c4ccc(F)c(F)c4)cc3C(=O)N2C)O1,1.1
COc1ccc2c3c(n(C)c2c1)[C@H](CO)N(Cc1nccs1)CC31CCN(CC2CCCC2)CC1,-2.3
O=C(C[C@H]1CC[C@H]2[C@@H](COC[C@H](O)CN2S(=O)(=O)c2ccccc2)O1)Nc1ccccc1,-1.0
Cc1noc(C)c1S(=O)(=O)N(C)C[C@@H]1OCCCC[C@@H](C)Oc2ccc(NS(C)(=O)=O)cc2C(=O)N([C@H](C)CO)C[C@H]1C,-0.4
CO[C@@H]1CN(C)C(=O)c2ccc(NC(=O)c3cc(C)on3)cc2OC[C@H](C)N(CC2CC2)C[C@@H]1C,0.2

Bioassay records deposited in PubChem BioAssay by Broad Institute.

The list is partial (hit frequency here may not be typical).
